NR2E3 ag-1 = human photoreceptor-specific nuclear receptor agonism. CHO-S Gal4-NCOR/VP16-NR2E3 two-hybrid, luciferase. Q9Y5X4. 0.35% of 360,000 active. inhibition of corepressor binding, % at 3.98 µM. AID 602229;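 active means inhibition above the mean of all tested compounds plus 3 SD, cut at about 70% in these data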;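 further: 0% = DMSO with NR2E3 transfected cells and 100% = cells lacking NR2E3 construct; higher means lower luciferase signal from less NR2E3 corepressor binding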
Target sequence (Q9Y5X4 whole entry, looked up, the tested form may be a part): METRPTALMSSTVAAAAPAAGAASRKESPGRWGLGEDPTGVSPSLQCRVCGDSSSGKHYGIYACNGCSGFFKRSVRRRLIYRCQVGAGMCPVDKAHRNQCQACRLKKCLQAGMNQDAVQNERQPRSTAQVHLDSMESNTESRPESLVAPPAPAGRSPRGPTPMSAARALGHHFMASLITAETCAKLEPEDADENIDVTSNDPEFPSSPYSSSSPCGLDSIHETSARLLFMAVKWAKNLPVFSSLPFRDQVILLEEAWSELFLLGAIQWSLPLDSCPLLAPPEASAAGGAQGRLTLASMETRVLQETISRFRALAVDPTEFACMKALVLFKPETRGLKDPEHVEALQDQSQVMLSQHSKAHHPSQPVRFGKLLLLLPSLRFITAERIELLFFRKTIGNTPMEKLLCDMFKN
TRPM1 prom inh = reduces MITF-dependent TRPM1 promoter luciferase signal; SK-MEL-5 TRPM1 promoter luciferase, 24 h; inhibition, % at 12.5 µM; 0.83% of 330,000 active; AID 488899;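 active means mean inhibition across replicates of 60% or more, whatever share of single replicates reaches that level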; further: values of inactives mirror those of a sister screen read the other way
Shn3 3UTR inh = inhibitors of Schnurri-3 3'UTR reporter in osteoblasts; Clone20 osteoblast Shn3 3'UTR firefly luciferase, 24 h; 0.52% of 360,000 active; inhibition, % at 12.5 µM; AID 588674;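 active means mean inhibition of at least 75% with every replicate also reaching 75%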;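 further: 0% = median of neutral control wells and 100% = pilot-screen positive control compound; some compounds past the cut are filed as inactive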
CF NFkB block = inhibitors of cystic fibrosis induced NF-kB; inhibition, % at 5 µM; AID 588850; 0.86% of 360,000 active; KKLEB NF-kB-GFP reporter, PAF-induced, GFP fluorescence overnight;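 active means at least 50% inhibition at 5 µM, scaled per plate between neutral and stimulator controls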;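 further: PAF is a Pseudomonas aeruginosa culture filtrate used as stimulus; plate controls were PAF-stimulated DMSO wells for no effect and unstimulated DMSO wells for full effect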
C8 TRAIL sens = sensitizes caspase-8 expressing cells to TRAIL; NB7+C8 cells + TRAIL, ATPlite viability luminescence; inhibition (viability loss, TRAIL sensitization), % at 10 µM; 1% of 360,000 active;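 active means compounds causing at least 50% loss of cell viability in the single-dose screen, relative to plate controls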
hiPSC survival = enhancers of human iPSC single-cell survival | survival enhancement, % at 20 µM | AID 602274 | hiPSC single-cell survival, ATPlite luminescence; 100% = ROCK inhibitor wells, 0% = DMSO | 0.044% of 360,000 active; in the data active means survival enhancement above about 18%;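 further: cells exposed to compounds for 16 hours before the ATP read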
KKLEB tox = CF airway cell cytotoxicity counter-screen; KKLEB CF airway cells viability, ATPlite luminescence, overnight; stronger effect = lower value; cells stimulated with P. aeruginosa culture filtrate; 0.36% of 360,000 active; activity change (cytotoxicity), % at 5 µM; AID 602141;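 active means corrected activity change at or below -50% at 5 µM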
HIF-2a block = blocks HIF-2a reporter activity; 786-0 RCC cells HIF-2a reporter, luciferase luminescence, overnight; inhibition, % at 18.8 µM; 0.72% of 360,000 active; AID 624352;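 active means inhibition of the luminescence signal of 40% or more relative to plate controls, in a single-dose primary screen at 18.75 µM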
NR2E3 ag-2 = agonists of human nuclear receptor NR2E3; Q9Y5X4; GST-NR2E3/biotin-RetCOR TR-FRET, 1536-well; inhibition of corepressor binding, % at 4.78 µM; 0.12% of 320,000 active; AID 2300;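 active means percent inhibition above the cutoff of mean plus 3 SD of all tested compounds, set per screening campaign, cut at about 20% in these data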;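 further: 0% = DMSO wells and 100% = biotin wells as full block of FRET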
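System: GST-tagged NR2E3 plus biotinylated RetCOR corepressor; Buffer or medium: pH 7.5 Tris-based buffer; Probe or stimulus: RetCOR corepressor, biotinylated, 7 nM; Doses: compound at 4.8 µM, single dose; Schedule: 5 h incubation at 4 °C; Technique: time-resolved FRET; Evaluation: percent inhibition of TR-FRET ratio; Replication: one well per compound, singlicate testing.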
Peg3 promoter = inhibitors of Peg3 promoter | inhibition, % at 20 µM | 1.7% of 360,000 active | HeLa PEG-Prom luciferase reporter, luminescence, overnight;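 active means inhibition of at least 50% at 20 µM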
LMP1 NFkB inh = Epstein-Barr LMP1 NF-kappaB reporter inhibition; LMP1-induced NF-kappaB luciferase reporter cells, luminescence; inhibition, % at 12.5 µM; AID 504558; 0.69% of 350,000 active; in the data active means inhibition above about 41%;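 further: 0% = neutral control wells and 100% = reference inhibitor control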
An asterisk follows results filed as active; . = not tested or not shown; & = joins results of further samples. Only part of the results is shown; count on the stated rates, not on these rows.

SMILES | NR2E3 ag-1 | TRPM1 prom inh | Shn3 3UTR inh | CF NFkB block | C8 TRAIL sens | hiPSC survival | KKLEB tox | HIF-2a block | NR2E3 ag-2 | Peg3 promoter | LMP1 NFkB inh
CC1(C(=O)NS(=O)(=O)c2ccc(Cl)cc2)CCN1C(=O)Cc1ccsc1 (stereo unspecified) | 3 | . | -22 | -9 | -10 | 4.8 | 20 | 1 | . | 6 | .
O=C1Nc2cc(Cl)c(Cl)cc2N(O)N1c1ccc(Cl)cc1 | -5 | -5 | 1 | 8 | -4 | -2.0 | -9 | 18 | -1 | 10 | -21
CCOc1ccc(N2C(=O)C3ON(c4ccccc4)C(c4cccs4)C3C2=O)cc1 (stereo unspecified) | -17 | 1 | 8 | 20 | 2 | 0.1 | -6 | 12 | 1 | -8 | 0
O=S(=O)(NCCC1CC1(Cl)Cl)c1ccc(Cl)cc1 (stereo unspecified) | -41 | -2 | 5 | 3 | -5 | 0.8 | -1 | 29 | 1 | 30 | 3
COc1ccc(N(CC(=O)Nc2nc3ccc(C)cc3s2)S(=O)(=O)c2c(C)nn(C)c2C)cc1 | -34 | . | 7 | -1 | -4 | 0.8 | 17 | 3 | -1 | 15 | -12
COc1ccccc1NC(=O)Nc1nc(CC(=O)Nc2cc(F)ccc2F)cs1 | 2 | -6 | -9 | -14 | 14 | -0.3 | -7 | -21 | 0 | 4 | 0
O=C(Nc1ccc(N2CCOCC2)cc1)C1CCN(C(=O)OCc2ccccc2)CC1 | -29 | 2 | 3 | 10 | 16 | 0.1 | 1 | -5 | 13 | -15 | -2
CCCCn1c(N)c(N(CCOC)C(=O)c2cc(=O)[nH]c3ccccc23)c(=O)[nH]c1=O | -16 | 3 | -13 | -4 | 2 | -2.5 | 5 | 2 | 6 | 0 | -4
COc1cccc2c3c(c(=O)[nH]c12)CCC(C)(C)O3 | -25 | -3 | -12 | 14 | -15 | 1.4 | -7 | -36 | 1 | -30 | -10
COc1ccc(CN2C(=O)CSC2c2ccccn2)cc1 (stereo unspecified) | -13 | 7 | 14 | -21 | 3 | 0.1 | 11 | 19 | 0 | 10 | -4
COc1ccc(CCNC(=O)C2=COCCO2)cc1 | -21 | -26 | -22 | -4 | 3 | -1.1 | 9 | -80 | 2 | -57 | -13
COc1ccc([N+](=O)[O-])cc1N/C(=N/S(=O)(=O)c1ccccc1)c1ccccc1 | -9 | 14 | 16 | 19 | -3 | -2.1 | 0 | -38 | 2 | -19 | 8
Cc1ccc2c(c1)c1c3n2CCN(C=O)C3CCC1 (stereo unspecified) | -1 | . | -12 | -4 | 4 | -0.4 | -1 | 5 | -3 | 23 | 3
Nc1c(C=C2C=CC(=O)C=C2)c(=O)nc2sc(CC(=O)N3CCCC3)nn12 | -23 | 4 | -6 | -28 | -3 | 1.1 | 12 | -2 | -2 | 5 | -4
Cc1ccc(OCc2nnc(SCC(=O)CC(=O)Nc3ccccc3)o2)cc1 | -20 | 5 | 6 | -26 | 3 | -1.5 | -14 | -22 | 1 | -10 | -2
Cc1c(/C=N/n2cnnc2)c2ccccc2n1C | -22 | -4 | -8 | -12 | 0 | -2.6 | -3 | -8 | -2 | 4 | 7
C=CCNC(=S)N1CCN(c2ccc([N+](=O)[O-])cc2)CC1 | -17 | -1 | 12 | -6 | 1 | -0.6 | -2 | 6 | -1 | 19 | -6
O=S(=O)(NCC1CC1)c1ccc(F)c(Cl)c1 | -24 | -4 | -10 | -5 | -23 | -0.4 | 0 | 22 | -6 | 7 | -1
Nc1ccc(C(=O)O)c(O)c1 | -18&-6&-9 | 3&10&3 | 4&-4&-30&-8 | 6&-7&3 | -3&-2&0 | 6.0&-0.9&1.2 | 2&19&33 | 13&2&-5 | -3&1&3 | 1&9&2 | 3&0&-2
CCCCCCCCNC1=CC(=O)CC(C)(C)C1 | -6 | 4 | 13 | -2 | -5 | -0.8 | -10 | -13 | 0 | 2 | 1
O=C(CC1CCCC1)NCCS(=O)(=O)N1CCN(c2ccc(F)cc2)CC1 | 6 | 20 | 6 | 9 | -1 | 0.3 | -6 | 18 | 4 | 19 | 3
CN1C(=O)c2cccc(NCCCCCCN3C(=O)c4ccccc4C3=O)c2C1=O | -15 | 15 | 88* | -7 | 19 | 2.0 | 2 | 5 | 0 | 2 | 20
COc1ccc(C(CNC(=O)COc2ccccc2OC)N(C)C)cc1OC (stereo unspecified) | 10 | 9 | 9 | 2 | -3 | 3.9 | -1 | 13 | 2 | 4 | 7
CCN(CC)S(=O)(=O)c1ccc2[nH]c(=O)cc(C(=O)Nc3ccc(C)c(S(=O)(=O)N(CC)CC)c3)c2c1 | -11 | -27 | -17 | 5 | -3 | -1.1 | -31 | 18 | -3 | 17 | -3
O=C(O)c1ccc(-c2ccco2)n1Cc1ccccc1 | -34 | 6 | -6 | 13 | -6 | 0.0 | -3 | 34 | 2 | 6 | -3

An excerpt of these results, as comma-separated lines.
Compound,NR2E3 ag-1,TRPM1 prom inh,Shn3 3UTR inh,CF NFkB block,C8 TRAIL sens,hiPSC survival,KKLEB tox,HIF-2a block,NR2E3 ag-2,Peg3 promoter,LMP1 NFkB inh
CN1C(=O)c2cccc(NCCCCCCN3C(=O)c4ccccc4C3=O)c2C1=O,-15,15,88*,-7,19,2.0,2,5,0,2,20
O=C(Nc1ccc(N2CCOCC2)cc1)C1CCN(C(=O)OCc2ccccc2)CC1,-29,2,3,10,16,0.1,1,-5,13,-15,-2
Cc1ccc2c(c1)c1c3n2CCN(C=O)C3CCC1 (stereo unspecified),-1,.,-12,-4,4,-0.4,-1,5,-3,23,3

The list continues:
SMILES | NR2E3 ag-1 | TRPM1 prom inh | Shn3 3UTR inh | CF NFkB block | C8 TRAIL sens | hiPSC survival | KKLEB tox | HIF-2a block | NR2E3 ag-2 | Peg3 promoter | LMP1 NFkB inh
O=C(CO)c1c[nH]c2ccccc12 | 9 | . | -6 | 17 | -8 | 0.2 | -6 | 19 | . | 107* | .
Cc1cccc(NC(=O)c2ccccc2OCC(=O)c2ccc(F)cc2)c1 | 12 | 1 | 1 | -6 | -6 | 2.3 | -2 | 17 | -3 | -1 | 4
CCCCNC(=O)C1(C)CCC(=O)N1CCOC (stereo unspecified) | -4 | . | 10 | -4 | -5 | 0.8 | 2 | 0 | . | 2 | .
O=C(Cc1n[nH]c(=O)c2ccccc12)Nc1cc(C(F)(F)F)ccc1-n1cncn1 | -8 | 15 | -9 | -13 | -8 | 0.3 | 1 | 18 | . | 17 | -1
Cc1ccc(OCC(=O)Nc2c(C)nn(-c3ccccc3)c2C)c(Br)c1 | 21 | 0 | -8 | 27 | 18 | 0.2 | -9 | 6 | . | 8 | 11
C[C@]12CC(O)C3C(CCC4=CC(=O)CC[C@@]43C)C1CCC2c1csc(-c2ccccc2)n1 (stereo partly specified) | -39 | 10 | 71 | 18 | -2 | 0.0 | -1 | 4 | 0 | 11 | 6
Cc1cc(OCC(=O)Nc2ccccc2C(N)=O)c2c(C)cc(=O)oc2c1 | -6 | -14 | 5 | -14 | -1 | -0.2 | -13 | 5 | 1 | 9 | -4
CCCCC(c1nnnn1CS(=O)(=O)c1ccc(C)cc1)N1CCC(C(N)=O)CC1 (stereo unspecified) | -28 | -1 | 2 | -1 | -4 | 0.4 | -15 | 4 | . | -4 | -2
COc1cc(Br)c(C(=O)c2nccc3cc(OC)c(OC)cc23)cc1OC | -36 | 14 | 8 | 60* | 5 | 0.1 | -14 | 25 | 28* | 8 | -4
CCCCn1c(N)c(N(CC(C)C)C(=O)CSc2n[nH]c(-c3ccc(C)cc3)n2)c(=O)[nH]c1=O | 15 | -9 | -6 | -1 | 6 | -0.2 | 8 | -1 | 3 | -39 | -2
C/C(CC(=O)Nc1ccc(Cl)c(C(F)(F)F)c1)=N\NC(=O)c1cccc(O)c1 | -40 | -8 | -15 | 2 | 0 | 1.9 | 5 | 13 | -1 | -2 | 0
Cc1ccccc1N1C(=O)C2C3CC(=O)C(c4ccccc43)C2C1=O (stereo unspecified) | 0 | 1 | 0 | 18 | 1 | -1.2 | -3 | 13 | -4 | -31 | 13
CCc1ccc(NC(=O)CCNS(=O)(=O)c2cccc3nsnc23)cc1 | 1 | 3 | 5 | -5 | -4 | 3.4 | -12 | 19 | -1 | 13 | 0
O=C(CC1C(=O)NCCN1Cc1cccc(Oc2ccccc2)c1)NCc1cccnc1 (stereo unspecified) | 5 | 4 | 9 | -10 | -2 | 0.4 | 11 | -5 | 2 | 12 | 5
O=C(C(c1ccccc1)c1ccccc1)N1CCN(Cc2ccc(Br)cc2)CC1 | -10 | -4 | 13 | -6 | 10 | -1.2 | -4 | 28 | 3 | 15 | 8
O=C1N(Nc2ccccc2)C(c2ccc(Br)cc2)C12CCCCC2 (stereo unspecified) | 17 | -6 | 3 | 12 | 2 | 2.7 | -18 | 11 | -2 | 29 | 4
CC(=O)c1ccc(NC(=S)Nc2ccc(N3CCOCC3)cc2)cc1 | -16 | -11 | 7 | 4 | -3 | -0.7 | 19 | -23 | 1 | -11 | 3
Cc1cccc(NC(=O)CC2S/C(=N/c3nccs3)N(C)C2=O)c1 (stereo unspecified) | -10 | 21 | -26 | -4 | 3 | 2.5 | 11 | 17 | -1 | 10 | 5
c1ccc(N2CCN(c3ccccc3)C2c2cccs2)cc1 | -26 | -70 | -33 | -5 | -8 | -4.0 | -9 | -174 | 1 | -167 | -10
COc1ccc(/C(C)=N/Nc2ncc(Cl)cc2Cl)c(O)c1 | -5 | 9 | 19 | -11 | 49 | -0.4 | 2 | -42 | 0 | -8 | -2
COc1ccc(NC(=O)c2cc(-c3ccc(C)cc3)on2)cc1 | -4 | -19 | -27 | -10 | -25 | 0.0 | 8 | -11 | 0 | -19 | 6
CCCNC(=O)C1CCN(S(=O)(=O)c2ccc(Br)cc2)CC1 | -14 | -12 | 1 | -8 | 0 | -0.7 | -9 | -2 | 1 | -4 | 3
CCN(C(=O)Nc1ccccc1OC)c1c(N)n(Cc2ccccc2)c(=O)[nH]c1=O | -6 | 0 | 12 | 3 | -5 | -0.1 | -9 | 9 | 0 | 6 | -19
CCN(CC)c1ncn(Cc2c(Cl)cccc2Cl)c2ncnc1-2 | 16 | 13 | 24 | -2 | 3 | 5.0 | -6 | 24 | 1 | 16 | 8
CC(C)(C)c1ccc(C(=O)NNC(=O)c2ccncc2)cc1 | -6 | 0 | 2 | -5 | 14 | -0.2 | 5 | -7 | 3 | -4 | -7
Cc1cc(S(=O)(=O)Nc2ccc(C(=O)NCc3cccnc3)cc2)ccc1F | 5 | -1 | 1 | 6 | 7 | -0.3 | -2 | 20 | 0 | 9 | -14
O=C(O)/C=C/C(=O)NC1CCC(CC2CCC(NC(=O)/C=C/C(=O)O)CC2)CC1 (stereo unspecified) | 1 | 5 | 10 | 2 | -10 | 0.5 | -2 | 6 | -5 | 1 | -4
COc1ccc(CCNC(=O)CSc2nc(-c3ccco3)cc(C(F)(F)F)n2)cc1OC | -14 | 1 | 8 | 3 | 13 | 0.6 | 4 | 12 | 2 | -4 | -4
